Screens: PubChem, Broad Institute
ERAP1 HTS inh: human ERAP1 aminopeptidase inhibitors, primary screen, biochemical, single point, plate reader; AID 652197, 2013; inhibition, % at 10.7 µM; Endoplasmic reticulum aminopeptidase 1 (Homo sapiens), Q9NZ08; recombinant ERAP1, Leu-AMC fluorescence, 60 min; actives 0.15% (n = 340,000);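 active means mean replicate inhibition of at least 30%, or all replicates individually reaching that 30% level; inactive means mean below 30% and not every replicate reaching it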;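 further: 0% = neutral control wells and 100% = L-leucinethiol positive control wells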
GSIS activator: GLuc luminescence reporter in INS-1E cells, primary screen for activators of glucose-dependent secretion of insulin. actives 0.61% (n = 370,000). INS-1E GLuc reporter insulin secretion, 2-3 h. activation, % at 16.6 µM;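 active means lowest replicate activation of at least 40%, so every replicate reaches that level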;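 further: 0% = median of neutral control wells and 100% = median of IBMX positive control wells; some compounds called inactive have numbers as strong as hits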
esBAF inh: Bmi1 luciferase reporter increase in mESCs, primary screen, esBAF inhibitor project, mouse ES cells, Bmi1 luciferase knock-in, single point; reporter increase, % at 12.5 µM; 24 h; 100% = twice the neutral-well signal; actives 2% (n = 350,000); in the data active means activation above about 40%;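 further: 0% = median of the plate's neutral control wells and 100% = double that signal; a rise in the Bmi1 reporter signal indicates esBAF inhibition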
Xi reactivation: activators of inactive X chromosome reactivation, primary screen, imaging, XiGFP fibroblasts, GFP high-content imaging, set 2 | XiGFP mouse fibroblasts, % GFP-positive cells imaging, 3 d; cells co-treated with 5-aza-dC sensitizer; scaled so ellipticine positive control = 100% | actives 0.055% (n = 360,000) | activation, % at 7.58 µM;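 active means mean normalized replicate activation at least 10% and every replicate at or above 10%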;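 further: 0% = median of on-plate neutral control wells and 100% = ellipticine 6 µM median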
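System: XiGFP fibroblasts, SV40-immortalized. Medium: DMEM plus 5-aza-dC sensitizer. Doses: single point. Timing: 3 d treatment, 15 min room-temperature fixation. Control set: ellipticine 6 µM.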
RAD54 branch: inhibitors of human RAD54 branch migration, primary screen, biochemical, fluorescence, single point. RAD54 Holliday junction branch migration, FAM/BHQ fluorescence. inhibition, % at 10.4 µM. actives 0.14% (n = 360,000). AID 602329, 2012;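 active means mean normalized replicate activity at least 40 and at least half of replicates scoring 40 or more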;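 further: 0% = median of neutral control wells and 100% = median of positive control wells; inhibitors cause a drop in the FAM fluorescence signal; in these data hits start at about 50%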
F508del corr: F508del CFTR correction, initial screen, CFBE line, single point; CFBE cells, YFP halide quenching; stimulated with forskolin plus potentiator P3; % fluorescence drop versus neutral controls; activity (quench increase), % at 7.58 µM; actives 0.36% (n = 350,000);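 active means mean added fluorescence quench of at least 8% versus neutral control, with both replicates also reaching 8%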;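 further: cells transiently co-express mutant CFTR-F508del with the halide-sensitive YFP; corrector assay measuring rescue of mutant channel to the surface after 24 h compound exposure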
ARNT TACC3 PPI: disruptors of ARNT/TACC3 protein interaction, primary screen, biochemical, AlphaScreen, single concentration; AlphaScreen His-ARNT PAS-B/GST-TACC3 binding, luminescence; TACC3 fragment carries E629A point mutation; AID 623870, 2012; inhibition, % at 9.99 µM; actives 0.66% (n = 390,000);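 active means mean inhibition of replicates at least 50% and at least half of replicates each reaching 50%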;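 further: 0% = complete ARNT plus TACC3 wells and 100% = ARNT alone without TACC3; many hits fall short of the cut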
RAD52 inh: RAD52 DNA annealing inhibitors, primary screen, biochemical, FRET, single point, set 2 | DNA repair protein RAD52 homolog (Homo sapiens), P43351 | inhibition, % at 18.7 µM | recombinant RAD52 DNA annealing, FRET fluorescence | AID 651710, 2012 | actives 0.46% (n = 360,000);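 active means every replicate showing at least 50% inhibition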
Target sequence (P43351 whole entry, looked up): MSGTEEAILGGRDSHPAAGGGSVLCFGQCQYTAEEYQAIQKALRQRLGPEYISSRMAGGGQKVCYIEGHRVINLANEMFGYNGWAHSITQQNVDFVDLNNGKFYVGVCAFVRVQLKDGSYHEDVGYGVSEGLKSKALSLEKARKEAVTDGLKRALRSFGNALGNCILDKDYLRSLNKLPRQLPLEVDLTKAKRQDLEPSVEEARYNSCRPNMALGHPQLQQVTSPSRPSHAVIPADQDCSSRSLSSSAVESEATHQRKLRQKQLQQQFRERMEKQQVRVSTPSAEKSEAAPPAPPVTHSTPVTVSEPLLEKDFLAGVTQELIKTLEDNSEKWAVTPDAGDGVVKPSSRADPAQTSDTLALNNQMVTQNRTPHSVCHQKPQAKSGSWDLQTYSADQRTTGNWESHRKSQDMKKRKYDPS
Active calls of the source: *; nt = no result given; & = joins results of further samples.

SMILES	ERAP1 HTS inh	GSIS activator	esBAF inh	Xi reactivation	RAD54 branch	F508del corr	ARNT TACC3 PPI	RAD52 inh
C[C@@H]1CCCCO[C@H](CN(C)C(=O)c2ccccc2)[C@H](C)CN([C@@H](C)CO)C(=O)c2cc(NS(=O)(=O)c3cn(C)cn3)ccc2O1	3	12	-2	0.3	2	3.2	-3	-7
N#C[C@H]1[C@H](c2ccccc2-c2ccc(F)cc2)[C@@H](CO)N1C(=O)Cc1ccccc1	3	-25	nt	0.3	nt	-3.3	nt	6
COc1ccc(C(=O)NNC(=O)c2ccccc2[N+](=O)[O-])cc1[N+](=O)[O-]	1	0	-1	0.1	-2	1.0	0	-7
Cc1cc(S(=O)(=O)Nc2ccc(C(=O)NCCN3CCOCC3)cc2)ccc1F	1	1	1	0.1	7	-1.2	nt	-11
C[C@H](CO)N1C[C@H](C)[C@H](CN(C)C)Oc2cc(C#CC3(O)CCCC3)ccc2S1(=O)=O	8	14	-8	-1.0	9	1.6	2	10
CN(CCOc1ccc(-c2ccn(S(=O)(=O)c3cccc4ccccc34)n2)cc1)c1ccccn1	nt	10	9	nt	-5	nt	-4	nt
CCOC(=O)C1=NN(c2ccccc2)C(=O)C1	nt	-18	nt	-0.3	nt	-2.4	0	-12
COC(=O)c1ccccc1S(=O)(=O)NNC(=O)Nc1ccccc1	-1	-11	-33	0.1	4	-1.7	-3	-9
CC(C)N(C(=S)NC1CC2CCC1C2)c1ccccc1 (configuration not stated)	0	-12	-10	0.0	-3	-6.0	-4	-2
COC(=O)Cc1csc(Nc2ccccc2Cl)n1	4	nt	54*	0.0	-16	-1.1	0	-23
CCc1ccc(NC(=O)CN2C(=O)C(=O)N(Cc3ccccc3)C2=O)cc1	-1	0	nt	0.4	nt	-0.1	nt	-3
Cc1ccc(S(=O)(=O)N(C)C[C@H]2OCCCC[C@@H](C)Oc3ccc(NS(C)(=O)=O)cc3C(=O)N([C@H](C)CO)C[C@H]2C)cc1	-1	-11	-5	0.1	8	3.0	-1	2
C[C@@H]1CN([C@@H](C)CO)C(=O)c2cc(NS(=O)(=O)c3cccs3)ccc2O[C@@H]1CN(C)C(=O)NC1CCCCC1	-4	2	5	0.1	-4	4.6	3	0
CC(C)C(=O)OCC(=O)Nc1ccc(N=Nc2ccccc2)cc1	0	-10	nt	0.0	0	nt	10	-21
CCCNC(=O)Nc1ccc2c(c1)C(=O)N(C)C[C@H](OC)[C@H](C)CN(C(C)=O)[C@@H](C)CO2	-5	-1	-6	0.5	4	-0.5	0	4
CNC[C@@H]1Oc2ccc(NC(=O)Nc3ccc(OC)cc3)cc2CC(=O)N([C@@H](C)CO)C[C@H]1C	3	-17	3	0.3	5	1.5	4	8
CCCCCCNC(=O)CCNS(=O)(=O)c1ccc(C)cc1	0	-10	nt	0.0	nt	0.7	1	-12
C/C=C/c1cnc2c(c1)C(=O)N([C@H](C)CO)C[C@H](C)[C@H](CN(C)S(=O)(=O)c1ccc(F)cc1)O2	-1	1	-1	-1.4	3	-2.2	0	-3
Brc1ccc(OCc2cn3ccccc3n2)cc1	3	13	nt	0.2	nt	0.1	3	-18
C[C@@H]1CN([C@@H](C)CO)C(=O)CCCn2nncc2CO[C@@H]1CN(C)C(=O)Nc1ccc(N2CCCCC2)cc1	-3&2&0	5&4	-1&-3&1	0.3&-0.4	1&-7&-3	-1.2&1.1&-1.1	1&-1	-16&-6&-7
Nn1c(SCC(=O)NCc2ccccc2)nncc1=O	-2	-7	5	0.0	6	3.6	nt	-1
O=[N+]([O-])c1cc2c(cc1/C=N/NS(=O)(=O)c1ccc(Br)cc1)OCO2	-6	27	nt	0.0	nt	4.3	nt	2
COc1ccc(S(=O)(=O)Nc2ccccc2C(=O)NCc2cccnc2)cc1	-4	18	4	0.0	0	-4.0	1	13
COc1cccc(NC(=O)c2sc(NC(=O)c3ccncc3)nc2C)c1	0	4	-4	-0.1	nt	1.5	0	-5
CCC(C)NC(=O)c1cc2c(=O)[nH]c3ccc(C)cc3c2s1 (configuration not stated)	-5	15	-5	0.2	-4	-0.3	-33	-14
CN(C)C(=O)c1cnc(Cc2c[nH]c3ccccc23)c(I)c1	2	-9	5	0.2	-1	-0.8	nt	-6
Cc1cccc2c(SCC(N)=O)nc(-c3ccccc3)nc12	-4	-11	-6	0.0	3	-1.9	0	-5
CC(CCOC1=NS(=O)(=O)c2ccccc21)NC(=O)C(=O)Nc1ccccc1 (configuration not stated)	-1	14	nt	0.0	nt	2.0	-4	-35
C/C(N)=C(/C#N)C(=O)COC(=O)c1cc(C)n(-c2ccc(F)cc2)c1C	1	nt	67*	-0.1	6	-0.7	-2&0	-16
C=C1CCN(c2ccc(C(=O)NCc3ccc(OC)cc3)cc2[N+](=O)[O-])CC1	3	-4	nt	-0.1	1	-0.6	-1	-2
COc1ccc(NS(=O)(=O)c2cccc(C(=O)NCC(c3ccco3)N(C)C)c2)cc1 (configuration not stated)	-2	9	-6	0.0	-5	-0.3	nt	3
Cc1ccc(NC(=O)COC(=O)c2cccc(C)c2[N+](=O)[O-])cc1S(=O)(=O)N1CCCCC1	-1	-7	4	0.1	-2	-2.7	5	-7
Cc1ccc(C(=O)NNC(=O)c2ccc(S(=O)(=O)N3CCOCC3)cc2)cc1	-1	4	6	0.0	3	-2.1	-8	-6
COc1ccc(NC(=O)N2CCCCN3[C@H](CO)[C@H](c4ccc(C5=CCCC5)cc4)[C@H]3C2)cc1	5	nt	nt	nt	3	-2.9	nt	34
Cc1cccc(CSc2nnc(-c3ccccn3)n2N)c1	nt	7	19	nt	-6	nt	45*	nt
COc1ccc(-n2c3c(c(=O)[nH]c2=O)C(NC(=O)c2ccncc2)(C(F)(F)F)C(=O)N3)cc1 (configuration not stated)	0	1	-10	0.3	5	-1.0	2	-11
CN1C(=O)c2cc(NC(=O)Cc3cccs3)ccc2OC[C@H]2O[C@@H](CC(=O)NCC3CCCCC3)CC[C@@H]21	2	-23	2	0.0	1	-0.5	0	-4
C[C@@H](NC(=O)C[C@H]1C=C[C@@H](NC(=O)CN2CCOCC2)[C@H](CO)O1)c1ccccc1	4	5	-1	0.0	-1	1.2	14	-15
Cc1cc(C)c(NC(=O)CNC(=O)Cc2ccc(S(=O)(=O)N3CCOCC3)s2)c(C)c1	0	-3	-4	0.0	-9	-0.6	1	-23
CCC(C)NC(=O)C1CCC(CNS(=O)(=O)c2ccc3c(c2)CC(C)N3C(C)=O)CC1 (configuration not stated)	-2	12	-2	0.0	8	-1.7	-3	-3
Cc1ccc(-c2ccc3c(c2)O[C@@H](CN(C)Cc2ccccn2)[C@H](C)CN([C@@H](C)CO)S3(=O)=O)cc1	-2	-24	3	-0.9	1	2.8	8	19
Clc1nc2ccccc2cc1/C=N/Nc1nc2ccccc2[nH]1	-3	-21	nt	0.0	nt	3.3	19	-5
C[C@@H]1CN([C@@H](C)CO)S(=O)(=O)c2ccc(C#CCN(C)C)cc2O[C@H]1CN(C)C(=O)C1CCCCC1	1	-4	-7	-0.8	1	0.6	-6	-9
C[C@@H]1CN([C@@H](C)CO)C(=O)c2ccccc2-c2ccccc2CO[C@@H]1CN(C)S(C)(=O)=O	-3	-12	-6	0.0	1	-0.6	-8	-5
CS(=O)(=O)N1CCC(NC(=O)Cc2ccccc2)CC1	nt	-3	-8	nt	-6	nt	-5	nt
Nc1nnc(SCC(=O)NC2CCCc3ccccc32)s1 (configuration not stated)	1	13	nt	-0.1	nt	1.1	-2	-7
O=C(NCCc1ccccc1)[C@@H]1[C@@H](CO)[C@@H]2Cn3c(cccc3=O)[C@@H]2N1Cc1ccccc1	1	9	1	0.4	-2	nt	2	-5
Nc1ccn([C@@H]2O[C@H](CNC(=O)[C@@H](N)CSCc3ccccc3)[C@@H](O)[C@H]2O)c(=O)n1	-1	-2	-5	-0.1	2	1.1	nt	-29
N#C[C@H]1[C@@H](c2ccccc2C2=CCCC2)[C@@H](CO)N1C(=O)C1CCCC1	nt	10	nt	0.1	nt	0.6	nt	-8
CCN1CCN(C(=O)CN(CC)S(=O)(=O)c2ccc(F)cc2)CC1	1	9	nt	0.3	-3	-4.4	-11	-18
O=C(Nc1cccc2c1C(=O)NC2=O)c1cccc(N2C(=O)CCC2=O)c1	6	8	nt	0.0	nt	-1.2	0	-13
C[C@@H]1CCCCO[C@@H](CN(C)S(C)(=O)=O)[C@H](C)CN([C@@H](C)CO)C(=O)c2cc(NC(=O)CCCN(C)C)ccc2O1	2	7	3	0.5	2	-5.0	-7	-8
O=C(/C=C(\Nc1cccc(Cl)c1)c1ccccc1)c1ccccc1	3	nt	nt	0.4	nt	-2.2	nt	-6
Cc1ccc(Nc2nc(-c3ccncc3)cs2)cc1	5	-3	nt	4.7	nt	-2.8	-20	-10
O=C(COC(=O)c1ccncc1)Nc1cc(S(=O)(=O)N2CCOCC2)ccc1Cl	1	11	-7	0.4	nt	-2.5	nt	-8
CN1C(=O)c2cc(NC(=O)Cc3ccccc3)ccc2OC[C@@H]2O[C@H](CC(=O)O)CC[C@@H]21	-2	-2	-6	0.2	6	-2.9	-10	-1
C[C@H]1CN([C@@H](C)CO)C(=O)c2cccc(NS(C)(=O)=O)c2O[C@H]1CN(C)C(=O)Nc1ccc(F)cc1	-5	11	4	-0.3	5	2.3	-5	10
